High-throughput results as filed in PubChem BioAssay.
NCI-60 one-dose screen, 48 h, at 10 µM unless noted. Numbers give growth in % (100 = growth as untreated, 0 = no growth, -100 = all killed).
KM12: KM12 colon cancer cells. 82,000 compounds, 5% hits. AID 1794800
HT29: HT29 colon cancer. 81,000 compounds, 7.4% hits. AID 1794748
DU-145: DU-145 prostate cancer | 81,000 compounds, 4.2% hits | AID 1794760
SW-620: SW-620 colon cancer. 82,000 compounds, 5.2% hits
SNB-75: SNB-75 CNS cancer. 79,000 compounds, 5% hits. AID 1794750
SF-539: SF-539 CNS cancer. 81,000 compounds, 6.8% hits. AID 1794752
HCC-2998: HCC-2998 colon cancer; 79,000 compounds, 4.7% hits; AID 1794799
SNB-19: SNB-19 CNS cancer cells. 81,000 compounds, 2.5% hits. AID 1794751
PC-3: PC-3 prostate cancer cells | 80,000 compounds, 3.9% hits | AID 1794754
* = called active by the depositor; nt = not tested or not shown; & = joins results of further samples; [ ] = dose if it differs, or a comment. Rule for the calls: active = growth percent below 10; inactive = the rest. Compounds were not picked by outcome; 11% or so of the library scored in one or more.

SMILES	KM12	HT29	DU-145	SW-620	SNB-75	SF-539	HCC-2998	SNB-19	PC-3
Fc1ccc2[nH]cc(SSc3c[nH]c4ccc(F)cc34)c2c1	24.3	39.2	90.4	91.2	64.1	36.8	nt	41.1	nt
COC(=O)c1ccc(Cn2ccc(=O)[nH]c2=O)cc1	103.3	99.5	105.0	110.5	90.6	83.8	106.4	110.0	98.4
CNc1cc(SCc2ccc(Cl)cc2)nc(N)n1	100.1	88.4	94.5	101.8	79.8	101.7	111.1	91.9	96.1
COc1cc(/C=N/NC(=O)c2cnn(CC(O)c3ccccc3)c2N)ccc1OC1CCCC1 (centres undefined)	77.6	90.0	91.4	99.1	69.4	62.8	96.9	87.8	77.5
COc1cc(/C=C2\CN(C(=O)OC(C)(C)C)C/C(=C\c3ccc(O)c(OC)c3)C2=O)ccc1O	99.1	96.5	101.4	99.9	94.8	105.5	106.1	87.3	81.7
O=C(O)/C=C\C(=O)NNc1ccc([N+](=O)[O-])cc1[N+](=O)[O-]	103.7	92.8	108.8	104.9	96.3	102.5	99.3	103.6	87.6
O=C(C[n+]1cccc2c3ccccc3ccc21)c1ccc(Cl)cc1	73.6	21.4	68.1	49.0	97.7	34.7	46.2	56.3	35.7
COc1ccc(-n2ncn(Cc3cc(=O)oc4ccc5ccccc5c34)c2=O)cc1	105.6	93.2	108.7	94.1	85.6	99.3	94.9	86.2	81.1
COc1ccc(OC)c(/C=C2\CCc3ccccc3C2=O)c1	22.8	12.8	55.5	17.4	17.4	26.0	73.9	38.6	47.6
O=C(N/N=C/c1ccc(F)cc1)c1cnc2n(c1=O)CCCCC2	100.7	105.1	101.2	100.5	86.7	94.6	98.6	93.6	104.4
CCn1c(O)c(N=Nc2ccc(S(N)(=O)=O)cc2)c2cc(Cl)ccc21	93.9	100.4	100.1	94.0	85.9	101.6	107.4	93.7	99.8
O=C(CSc1nc2ccccc2o1)Nc1ccc(-c2nc3ccccc3s2)cc1	nt	100.5	nt	112.6	84.7	83.6	110.1	92.2	98.4
COc1cc2ncnc(Nc3ccc(S(=O)(=O)Nc4cc(C)on4)cc3)c2cc1OCCCN1CCCCC1	115.5	101.3	99.4	105.5	94.9	104.6	105.5	99.8	103.9
Cn1cc(-c2csc(-c3ccccc3)n2)c2cccnc21	-68.6*[100 µM]	-67.5*[100 µM]	-61.4*[100 µM]	-34.1*[100 µM]	-15.9*[100 µM]	-71.0*[100 µM]	-79.3*[100 µM]	-50.2*[100 µM]	-16.9*[100 µM]
CCN(CC)c1ccc(/C=N/NC(=O)CSc2nc3ccccc3c(=O)n2CCc2ccc(S(N)(=O)=O)cc2)cc1	86.8	76.6	87.5	95.8	81.0	104.4	119.7	94.0	80.5
CCCCn1cnc2c(=O)[nH]cnc21	132.1	103.5	nt	117.5	89.6	104.0	116.9	96.9	94.2
c1ccc(Sc2ncnc3ccccc23)cc1	86.1	88.2	89.3	84.9	73.2	89.0	106.7	nt	83.5
COc1cc2c3c(c1O)-c1ccccc1[C@@H]1OC(=O)N(CC2)[C@H]31	108.4	106.2	120.2	104.5	90.5	108.1	96.8	104.4	70.7
COc1ccccc1/C=C/C1=C(C)CCC(c2ccccc2OC)C1C (centres undefined)	6.7*	5.6*	-8.5*	18.2	42.2	0.3*	-12.5*	19.6	-33.2*
COc1ccc(Cn2cc(COc3ccc4c5ccnc(C)c5n(CCCc5ccccc5)c4c3)nn2)cc1	59.7	43.5	84.3	65.5	51.0	58.7	83.0	84.4	74.8
O=C1/C(=C2\SC(=S)N(c3ccc(F)cc3)C2=O)SC(=S)N1c1ccc(F)cc1	100.5	104.2	105.5	100.2	84.6	89.6	100.8	97.8	94.9
COc1ccc(/C=C/c2c(C(C)=O)c(=O)[nH]c3ccccc23)cc1	100.0	107.0	97.7	90.2	67.8	79.4	89.9	77.9	80.8
COc1cc(OC)cc(C(=O)Nc2cnc(Nc3ccc(N4CCOCC4)nc3)nc2Oc2ccc(C(F)(F)F)cc2)c1	88.0	46.8	78.8	71.2	-14.5*	34.0	99.9	44.1	71.4
Cc1cc(Oc2c(C)cccc2C)cc(C)c1O	110.8	105.3	107.3	106.4	84.4	101.8	109.2	111.1	106.6
CC1CCC(C(C)CS)CC1S (centres undefined)	95.1	110.5	107.2	nt	95.3	106.5	96.8	99.8	90.1
CC1=C(Br)C(=O)C(c2c(C)cc(C)c(Br)c2C)=C(Br)C1=O	52.7	54.9	85.6	60.9	73.2	80.9	81.7	90.5	61.8
O=C1C=C(C(O)c2cccc([N+](=O)[O-])c2)C(=O)c2ccccc21 (centres undefined)	94.1	107.2	102.7	99.7	91.6	95.6	90.3	113.7	87.3
COc1cc(/C=C/C(=O)c2ccc(NC(=O)CSc3nc4[nH]c(=O)n(C)c(=O)c4[nH]3)cc2)cc(OC)c1OC	94.2	101.7	100.7	88.9	102.8	94.0	103.0	80.1	99.0
Cc1nc2sc(-c3ccc(CN4CCN(C)CC4)cc3)nn2c(=O)c1Cl	106.1	89.5	113.2	106.3	81.0	101.7	101.5	109.5	86.4
O=C(NCc1ccccc1)C1=NCCCCN1	105.4	105.0	109.6	105.9	96.3	105.9	101.3	100.0	100.5
O=C(CSc1nc2ccccc2c(=O)n1-c1ccc(Cl)cc1)N/N=C/c1ccc(Oc2ccc(Cl)cc2)cc1	17.4	1.8*	13.1	2.6*	57.9	69.7	20.3	28.5	0.8*
O=C(CSc1nc2ccccc2c(=O)n1-c1ccccc1)c1cc2cc(O)ccc2oc1=O	96.8	92.8	94.9	93.9	79.4	100.2	104.7	98.0	79.9
Cc1cc(Cl)cc2sc(=S)[nH]c12	103.9	107.5	113.9	nt	75.9	108.7	122.3	106.3	93.8
CC1CCCC(C)(C)C1NCCOC(=O)c1ccc([N+](=O)[O-])cc1 (centres undefined)	111.9	106.1	99.6	107.2	94.3	108.2	104.6	102.5	95.0
CCN(CC)CC(C)(C)C(=O)/C=C/c1ccccc1	53.9	49.0	9.0*	35.4	81.6	28.8	79.3	nt	69.0
O=S1SC(c2ccccc2)=NN1c1cc(Cl)cc(Cl)c1 (centres undefined)	75.0	108.1	96.1	76.6	85.0	90.7	100.2	96.4	58.4
COc1cc(C(=O)N(C)C)cc(OC)c1OC	115.1	111.4	116.3	103.1	94.9	96.8	106.4	105.3	97.2
O=C(CCN1C(=O)CCC1=O)Nc1ncc(Cc2ccccc2Cl)s1	114.6	101.0	109.6	111.5	99.9	102.5	101.3	97.0	91.9
COc1cc2c(c(OC)c1OC)C(=O)CC(c1cccc(NC(=O)c3cc(NC(=O)[C@H](Cc4ccccc4)NC(=O)OC(C)(C)C)ccc3Cl)c1)O2 (some centres undefined)	106.4	110.4	100.8	106.6	76.8	96.1	115.8	93.6	95.9
Cn1c(COC(=O)N2CCCCC2)nc2c(N3CCOCC3)nc(-c3ccccc3)nc21	-73.8*	-33.4*	-87.0*	-69.1*	-85.4*	-91.9*	-76.4*	17.7	-57.5*

Six consecutive entries out of the list so far, for reference:
SMILES	KM12	HT29	DU-145	SW-620	SNB-75	SF-539	HCC-2998	SNB-19	PC-3
O=C(CSc1nc2ccccc2c(=O)n1-c1ccc(Cl)cc1)N/N=C/c1ccc(Oc2ccc(Cl)cc2)cc1	17.4	1.8*	13.1	2.6*	57.9	69.7	20.3	28.5	0.8*
O=C(CSc1nc2ccccc2c(=O)n1-c1ccccc1)c1cc2cc(O)ccc2oc1=O	96.8	92.8	94.9	93.9	79.4	100.2	104.7	98.0	79.9
Cc1cc(Cl)cc2sc(=S)[nH]c12	103.9	107.5	113.9	nt	75.9	108.7	122.3	106.3	93.8
CC1CCCC(C)(C)C1NCCOC(=O)c1ccc([N+](=O)[O-])cc1 (centres undefined)	111.9	106.1	99.6	107.2	94.3	108.2	104.6	102.5	95.0
CCN(CC)CC(C)(C)C(=O)/C=C/c1ccccc1	53.9	49.0	9.0*	35.4	81.6	28.8	79.3	nt	69.0
O=S1SC(c2ccccc2)=NN1c1cc(Cl)cc(Cl)c1 (centres undefined)	75.0	108.1	96.1	76.6	85.0	90.7	100.2	96.4	58.4

More records follow:
SMILES	KM12	HT29	DU-145	SW-620	SNB-75	SF-539	HCC-2998	SNB-19	PC-3
COC(=O)CCc1ccc(OC)cc1	109.1	107.8	114.4	106.7	110.3	102.7	96.4	119.1	102.8
C[C@H]1[C@H](C)CC[C@]2(C(=O)NCCCNCCCCNCCCN)CC[C@]3(C)C(=CC[C@@H]4[C@@]5(C)C/C(=C/c6ccncc6)C(=O)C(C)(C)[C@@H]5CC[C@]43C)[C@H]12	93.6	103.6	105.0	105.0	69.7	97.9	110.1	93.4	84.5
CC(C)=NOC(C)C(=O)O (centres undefined)	114.0	110.1	147.1	103.3	97.9	101.9	100.4	108.1	92.9
O[C@@H](c1cc(C(F)(F)F)nc2c(C(F)(F)F)cccc12)[C@@H]1CCCCN1	85.3	84.9	99.7	96.3	40.9	94.5	93.1	81.6	76.4
COc1ccc(C)c(CN(C)C)c1	111.4	119.6	120.6	103.8	91.4	106.9	107.2	108.6	104.9
COc1cccc(OC)c1O[C@@H](c1ccccc1)[C@H](O)CO	111.3	103.0	103.0	113.9	95.5	109.0	111.9	97.1	99.8
CC(O)CN1CCNCC1 (centres undefined)	107.3	103.2	114.9	109.0	105.9	107.5	108.2	103.5	94.8
N#Cc1nc(-c2cccc([N+](=O)[O-])c2)cc(-c2ccc(Nc3nc(N4CCCCC4)nc(N4CCCCC4)n3)cc2)c1N	90.3	74.0	96.4	100.6	92.5	103.3	109.2	105.4	87.0
O=Cc1cc2ccccc2nc1Nc1nccs1	56.2	33.9	80.3	27.5	79.4	87.3	87.6	71.6	49.5
Nc1ccc2cc(S(=O)(=O)O)cc(O)c2c1N=Nc1ccc([N+](=O)[O-])cc1S(=O)(=O)O	101.9	95.6	111.6	100.2	95.1	107.8	98.4	102.1	93.3
N/C(=N\O)c1ccncc1	101.5	101.4	104.4	104.6	86.7	105.0	95.8	103.9	102.0
CCCCCC1(/C=N/NC(N)=O)NC(=O)NC1=O (centres undefined)	112.4	99.6	128.1	103.3	80.4	104.5	123.5	110.7	101.0
CSc1nc(C)nc(C(C)C)c1C(=O)Nc1ccc(F)cc1	102.9	88.7	108.1	104.7	91.3	93.0	100.3	102.6	95.3
Cc1cc2n(n1)C(C(C)C)C(C(=O)c1cc(Cl)cc(Cl)c1O)=CN2 (centres undefined)	71.8	89.1	96.7	93.3	96.4	84.9	91.1	77.1	50.2
CC(=O)OC1=C2C(CC3C4CC=C5CC(OC(C)=O)CCC5(C)C4CCC23C)C2C(=O)N(Cc3ccccc3)C(=O)C2C1 (centres undefined)	75.0	27.9	99.2	87.2	81.1	66.1	94.4	75.1	34.0
S=c1nc(-c2ccc(Br)cc2)cc(-c2cn(-c3ccccc3)nc2-c2ccc(OCc3ccccc3)cc2)[nH]1	109.9	108.2	103.7	110.2	105.9	107.3	101.4	98.1	84.4
COc1ccc(C(=O)/C=C/c2ccc(Oc3nc4c(c(=O)n(C)c(=O)n4C)n3C)c(OC)c2)cc1	80.5	80.5	85.4	76.3	78.7	104.6	84.2	73.5	81.5
O=C(O)c1ccc(-n2cnc3ccccc3c2=O)cc1	109.2	nt	114.6	100.5	108.8	96.2	101.6	98.0	84.6
CN(Cc1ccccc1)Cc1ccccc1	98.5	101.7	106.8	111.9	87.4	99.2	99.4	106.0	102.6
Clc1ccc([C@@H]2C[C@@H]3Cc4cc(Br)c5ccccc5c4N2O3)c(Cl)c1	66.7	nt	93.3	55.4	56.2	91.4	87.0	83.8	nt
CCCCC1=c2c([nH]c3ccc(OC)cc23)=NC2C=CC=NC12 (centres undefined)	38.9	77.8	98.8	98.5	92.9	93.7	97.1	104.5	86.1
Cc1cc(C)c2c(-c3nnc(N)o3)cc(=O)oc2c1	107.1	111.0	106.2	104.1	86.3	94.5	104.8	103.8	96.8
O=Nc1ccc(NO)cc1	99.7&101.2	102.8&104.8	109.9&90.8	99.3&90.8	83.3&83.2	96.6&97.5	100.0&82.6	102.2&105.0	102.9&89.1
CC(C)Oc1cccc(O)c1	108.3	88.9	115.2	107.5	101.7	106.2	96.7	99.0	94.2
C=CCOC(=O)C1=C(C)NC2=C(C(=O)CC(c3ccc(Cl)cc3)C2)C1c1cc(OC)ccc1OC (centres undefined)	82.7	105.2	104.5	88.5	76.6	86.6	98.3	76.5	59.2
COc1ccc(-c2nnc3c(/C=C/c4ccccc4O)nc4ccccc4n23)cc1	73.6	92.3	72.0	84.3	90.7	86.2	109.2	83.5	55.4
CC(=O)C(CC(C)C)C(C)=O	110.8	103.0	112.6	108.7	91.4	100.5	94.4	107.2	82.9
COc1cc(C2CC(c3cc(OC)c(OC)c(OC)c3)=NN2c2ccccc2)ccc1OCc1ccc(Cl)cc1 (centres undefined)	104.0	84.6	101.0	99.4	104.2	99.6	102.3	97.3	88.4
COc1ccc(/C=C2\COc3ccc(O)c(O)c3C2=O)c(OC)c1	45.0	73.6	67.2	64.0	57.7	49.5	104.2	76.0	49.6
O=[N+]([O-])c1ccc(C(Cl)=C(Cl)Cl)cc1	nt	103.1	115.5	107.6	93.6	111.4	102.4	111.1	99.4
CCOC(=O)Nc1ccc(C(C)=O)cc1	108.3	94.8	108.4	105.6	99.2	104.1	98.5	98.5	92.4
O=C(c1ccccc1)c1c(/C=C/c2cccs2)c2ccccc2[nH]c1=O	110.5	124.5	116.2	97.0	nt	95.5	110.4	89.3	92.1
